Screens (PubChem BioAssay)
TLR4 MyD88 comp: inhibitors of human TLR4-MyD88 binding | hit rate 0.18% among 200,000 | HeLa CL3-4 TLR4/MyD88 BLA complementation, FRET ratio | O00206+Q99836 | inhibition, % at 8.4 µM; in the data active means inhibition above about 25%;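 further: 0% = vehicle and 100% = reference inhibitor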
SRC2 TRFRET art: TR-FRET artefact, counter-screen to PPARgamma/SRC-2 agonist assay. stronger effect = higher value. TR-FRET ratio at 8 µM. hit rate 0.4% among 200,000. AID 1049; in the data active means TR-FRET ratio above about 2000; further: inactives centre near 1500
PPARg SRC-1 ag: promotes SRC-1 coactivator recruitment by human PPARgamma; activation, % at 8 µM; PPARgamma-SRC-1 coactivator recruitment biochemical assay; hit rate 0.41% among 200,000; P37231; in the data active means activation above about 19%;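 further: 0% = DMSO and 100% = reference agonist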
STAT1 blocker: inhibitors of IFN-gamma induced STAT1 signaling. NIH 3T3 STAT1-luciferase reporter, luminescence. inhibition, % at 5.5 µM. hit rate 0.35% among 200,000. AID 920;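 active means inhibition above a set limit, the mean inhibition across all tested compounds plus 3 SD, cut at about 34% in these data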;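 further: 0% = IFN-gamma with DMSO and 100% = IFN-gamma with 300 µM nifuroxazide; values of inactives mirror those of a sister screen read the other way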
STAT3 inh: STAT3 signaling inhibition; U3A cells, IL-6 STAT3-luciferase reporter, luminescence; host cell line lacks STAT1; inhibition, % at 5.5 µM; hit rate 0.89% among 190,000;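 active means inhibition above the mean inhibition across all screened compounds plus 3 SD, cut at about 44% in these data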;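 further: 0% = DMSO only wells and 100% = 100 µM nifuroxazide control wells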
ROMK primary: modulates human ROMK potassium channel activity; Tet-inducible ROMK, thallium flux fluorescence; actives lie on both sides; B-score at 10 µM; hit rate 2% among 130,000; P48048; AID 1918;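 active means signal ratio slope over the read window, or its plate-corrected B-score, at least 3 SD from the plate mean, either direction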;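 further: B-score of the F/F0 ratio slope over 7 to 12 s after thallium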
Target sequence (P48048 whole entry, looked up): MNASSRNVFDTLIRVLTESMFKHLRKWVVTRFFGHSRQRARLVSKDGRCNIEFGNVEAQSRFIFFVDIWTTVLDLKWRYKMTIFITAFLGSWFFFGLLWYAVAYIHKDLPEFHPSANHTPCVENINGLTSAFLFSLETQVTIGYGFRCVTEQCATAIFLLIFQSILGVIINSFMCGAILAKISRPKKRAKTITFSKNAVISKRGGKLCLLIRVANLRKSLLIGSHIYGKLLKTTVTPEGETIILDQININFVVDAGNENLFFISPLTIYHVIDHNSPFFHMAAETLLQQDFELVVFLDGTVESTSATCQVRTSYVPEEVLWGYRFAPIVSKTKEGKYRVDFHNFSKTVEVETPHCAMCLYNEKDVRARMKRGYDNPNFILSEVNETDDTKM
STAT3 act: increases IL-6 driven STAT3 reporter signal; U3A cells, IL-6 STAT3-luciferase reporter, luminescence; 100% = signal with IL-6 EC80 alone; activation (% of control), % at 5.6 µM; hit rate 0.91% among 190,000;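 active means activation above the screen-wide mean of compound activation plus 3 SD, cut at about 130% in these data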;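 further: 0% = background luminescence of wells with medium and substrate only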
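Material: human STAT1-deficient U3A cells with stable STAT3-luciferase reporter / Probe or stimulus: IL-6 stimulus at 33 ng/mL final / Schedule: 1 h compound pre-exposure, 6 h IL-6 stimulation, 37 °C / Technique: luminescence / Read-out basis: percent of IL-6-only median luminescence / Control set: IL-6-only high control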
RAM network inh: yeast RAM network inhibition. S. cerevisiae dse1pr::URA3 reporter, 5-FOA growth OD615, 2 d; analog-sensitive cbk1-as2 kinase mutant strain. inhibition, % at 50 µM. hit rate 1.8% among 190,000. AID 868;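 active means inhibition above a set limit, 3 SD over mean compound inhibition, cut at about 8.4% in these data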;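 further: 0% = DMSO-only wells with no growth and 100% = 10 µM 1-NA-PP1 full growth; inhibition rescues growth on 5-FOA so higher OD means more RAM inhibition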
S1P3 antag: S1P3 (human) receptor antagonism. Q99500. CHO S1P3 NFAT-BLA reporter, FRET fluorescence, antagonist mode. inhibition, % at 4.98 µM. hit rate 0.27% among 170,000. AID 485;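 active means inhibition above the plate cutoff, the mean inhibition of test wells on that plate plus 3 SD, cut at about 28% in these data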;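 further: cells challenged with S1P at its EC80 of 0.8 µM; blue over green emission ratio from cleaved BLA substrate after 4 h stimulation; 0% = S1P-stimulated wells and 100% = unstimulated DMSO-only wells; some compounds past the cut are filed as inactive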
Target sequence (Q99500 whole entry, looked up): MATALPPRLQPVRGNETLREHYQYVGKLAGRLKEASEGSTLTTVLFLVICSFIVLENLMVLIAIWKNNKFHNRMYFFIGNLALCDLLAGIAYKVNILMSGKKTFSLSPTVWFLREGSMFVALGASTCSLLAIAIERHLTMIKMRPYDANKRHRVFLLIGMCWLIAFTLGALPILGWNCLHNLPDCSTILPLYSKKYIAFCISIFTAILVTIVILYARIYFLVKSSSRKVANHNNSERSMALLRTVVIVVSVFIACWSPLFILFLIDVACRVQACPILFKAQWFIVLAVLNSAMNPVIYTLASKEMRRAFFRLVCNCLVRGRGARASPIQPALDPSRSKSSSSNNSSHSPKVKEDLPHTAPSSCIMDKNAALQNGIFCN
PPARg SRC3 recr: PPARgamma-driven SRC-3 recruitment agonism; biochemical PPARgamma/SRC-3 coactivator recruitment assay; activation, % at 8 µM; P37231; hit rate 0.26% among 200,000; AID 731; in the data active means activation above about 23%;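 further: 0% = DMSO and 100% = reference agonist; some compounds past the cut are filed as inactive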
PPARg SRC2 recr: PPARgamma-driven SRC-2 recruitment agonism; activation, % at 8 µM; PPARgamma LBD-SRC-2 recruitment, biochemical; AID 1032; hit rate 0.34% among 200,000; in the data active means activation above about 22%;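 further: 0% = vehicle and 100% = reference agonist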
* marks the source's active call; other numbers are inactive results; / = no result given.

SMILES	TLR4 MyD88 comp	SRC2 TRFRET art	PPARg SRC-1 ag	STAT1 blocker	STAT3 inh	ROMK primary	STAT3 act	RAM network inh	S1P3 antag	PPARg SRC3 recr	PPARg SRC2 recr
COc1ccc(C(C)=O)cc1CC(C(=O)c1ccc(Br)cc1)N(C)C (configuration not stated)	-16.2	1332	-0.4	-3.9	-1.2	-0.343	104.2	-0.8	-16.2	-3.4	-7.6
Cc1cccc(N2CCN(CCc3ccccc3)CC2)c1C	-9.5	1527	-4.2	-3.0	-1.8	/	106.0	-1.4	/	-2.5	-2.4
Cc1[nH]c2ccccc2c1C(=O)C(=O)N1CCC2(CC1)OCCO2	8.0	1450	7.6	-8.4	5.5	0.68	99.4	-0.4	-7.8	-4.1	-4.8
O=C1NC(=O)C(=Cc2cc([N+](=O)[O-])ccc2N2CCCCC2)C(=O)N1	6.5	1490	-0.7	5.6	7.8	0.614	103.8	4.6	3.0	-2.5	-5.2
O=c1[nH]c(=O)n(C2CCCCCC2)c(O)c1C=NCC1CCCO1 (configuration not stated)	1.2	1533	-5.5	2.5	5.9	/	100.5	0.1	-10.3	3.6	2.5
CCCCn1c(=O)c(C(=O)NCc2ccncc2)c(O)c2ccccc21	1.2	1625	7.2	1.4	7.7	-0.436	96.7	-0.2	-30.5	-1.4	3.3
CN1C2CCC1CC(OC(=O)c1ccc([N+](=O)[O-])cc1)C2 (configuration not stated)	0.5	1549	-8.7	6.9	-2.1	0.303	102.0	0.3	-4.3	-0.2	-7.5
COc1cccc(C2CC3C(=O)C=CC2N3Cc2ccccc2)c1 (configuration not stated)	-7.2	1568	-0.2	2.9	5.4	/	97.6	0.8	-4.4	1.5	3.4
COc1ccc(F)cc1C(=O)C1CCCN(Cc2cnc(C)s2)C1 (configuration not stated)	1.1	1589	6.6	13.7	7.4	0.387	97.3	0.6	-5.8	1.3	7.2
O=C(c1ccc(CS(=O)(=O)c2ccccc2)o1)N1CCC2(CC1)OCCO2	-9.4	1358	-9.7	4.8	2.4	/	101.5	-1.3	-4.9	4.1	-6.4
N=c1c2c(n(Cc3ccc(Cl)cc3Cl)c3c1CCC3)CCCC2	10.6	1553	1.9	25.4	51.0*	/	61.3	-0.3	-33.3	-0.8	2.9
O=C1NC(=O)C(C/C=C/c2ccccc2)C(=O)N1	7.1	1514	-2.1	8.8	15.1	-0.0406	92.5	-0.1	/	-2.7	0.3
ClCCNc1nc2ccc(Cl)cc2[nH]1	7.0	1543	-9.8	-8.1	-16.7	/	114.3	0.9	/	-0.6	13.2
CCC(C)(C)n1nnnc1C(c1cccs1)N1CC=C(c2ccc(F)cc2)CC1 (configuration not stated)	8.8	1590	-6.3	-12.4	-2.9	-0.132	106.5	4.5	-0.3	-6.2	6.7
CC(C)Cc1nnc(NC(=O)CCC(=O)N2CCN(CCOC(c3ccccc3)c3ccccc3)CC2)s1	-3.5	1584	6.7	-1.7	-11.4	/	105.0	2.0	0.9	-3.5	-0.9
C=CCN1C(=O)NC(=O)/C(=C/c2ccc(N(C)C)c(Br)c2)C1=O	-4.9	1686	8.5	1.3	13.4	-0.0128	92.0	1.7	-26.7	5.1	5.5
Cc1cc(C)cc(N2C(=O)NC(=O)/C(=C\C=C\c3ccco3)C2=O)c1	1.7	1896	3.0	2.9	-3.0	/	101.6	4.1	4.6	4.1	3.5
CCn1c(O)c(C(=O)CC2NCCc3ccccc32)c(=O)n(CC)c1=S (configuration not stated)	12.3	1464	1.7	1.9	5.2	0.112	101.8	-1.2	/	6.2	1.7
Cc1ccc(N2C(=O)NC(=O)/C(=C\c3cc(C)n(-c4sc5c(c4C#N)CCCC5)c3C)C2=O)cc1	-4.0	1631	4.6	2.0	5.8	/	94.5	3.9	2.3	0.1	-0.6
CCN1C(=O)NC(=O)/C(=C\c2ccc(N3CCOCC3)cc2OC)C1=O	-1.6	1609	-3.4	-0.7	15.4	0.46	93.3	0.8	/	-7.7	-3.0
Clc1ccc(-c2nc3ccc(Cl)cn3c2CN2CCOCC2)cc1	4.3	1611	2.8	2.2	21.1	/	84.9	1.3	/	-6.1	0.7
CC[N+](CC)(CC)CCCOC(=O)C(O)(c1ccccc1)C1CCCCC1 (configuration not stated)	8.3	1692	2.1	0.8	6.3	/	96.0	0.5	/	9.6	5.5
O=c1[nH]c(=O)n(-c2cccc(Cl)c2)c(O)c1/C=N/c1ccccn1	5.0	1552	11.3	0.3	6.1	/	102.4	2.7	-26.4	4.6	6.8
Cc1ccc2c(c1)C1CN(C)CCC1N2C(=O)Cc1cccs1 (configuration not stated)	-3.4	1614	1.9	4.9	13.6	/	92.3	1.2	-15.2	3.9	3.5
COC(=O)C1C(OC(=O)c2ccccc2)CC2CCC1N2C (configuration not stated)	4.8	1573	9.8	-5.0	/	/	/	-0.9	-5.7	-2.4	0.2

(listing goes on)
SMILES	TLR4 MyD88 comp	SRC2 TRFRET art	PPARg SRC-1 ag	STAT1 blocker	STAT3 inh	ROMK primary	STAT3 act	RAM network inh	S1P3 antag	PPARg SRC3 recr	PPARg SRC2 recr
CCN1CCN(CC(=O)c2c(C)n(Cc3ccccc3)c3ccc(OC)cc23)CC1	5.1	1565	0.1	9.1	-3.8	-0.775	108.6	0.8	/	10.8	7.0
O=C1C(=O)c2cccc3cccc1c23	5.7	1330	-1.7	0.7	-11.2	0.465	110.5	-0.6	-22.5	-4.5	9.9
Fc1ccc(C(OCCN2CCCC2)c2ccc(Br)cc2)cc1 (configuration not stated)	13.9	1492	-6.8	-3.5	-7.4	/	105.1	0.3	5.3	-0.1	-6.0
COc1cccc(-c2cc(C(F)(F)F)n3nc(C(=O)N4CCC5(CC4)OCCO5)cc3n2)c1	7.2	1587	-3.5	1.4	6.9	/	97.3	0.6	-2.4	7.4	7.7
Cn1c(O)c(/C=C/C=Nc2ccccc2)c(=O)n(C)c1=S	7.1	1535	-4.7	-2.5	2.6	/	97.2	5.0	0.2	-4.0	-0.1
CC(=O)Nc1ccc(OCCF)cc1	-19.4	1796	14.7	2.6	17.0	0.499	93.6	0.6	-9.7	5.7	9.3
Cn1cc(C(=O)N2CCCCC2)c2ccccc21	-9.1	1780	9.9	-4.4	-3.8	-0.183	105.1	1.1	3.1	4.5	4.5
Cc1ccc(N2C(=O)NC(=O)/C(=C\c3cnc(-c4ccccc4)nc3)C2=O)cc1	2.5	1510	-1.9	-11.8	9.0	-0.0554	94.3	-1.8	-24.4	1.7	-6.9
CC(=NCc1cccnc1)c1c(O)n(-c2ccc(C)cc2)c(=O)[nH]c1=O	-2.0	1391	-3.4	-8.4	11.4	/	93.6	2.8	3.5	-0.5	-0.6
CC1(C)C2CC=C(CN3CCOCC3)C1C2 (configuration not stated)	11.3	1661	5.6	-2.2	4.2	/	98.8	-1.1	2.8	-3.1	3.6
CCCOC(=O)C1C2c3ccccc3C(c3ccccc32)C1C(=O)O (configuration not stated)	9.4	1530	6.5	-2.6	1.0	0.827	101.2	0.1	-9.9	-0.6	-4.4
CCOC(=O)c1c(C)n(Cc2ccccc2)c2ccc(OCC(O)Cn3nc(C)nc3C)cc12 (configuration not stated)	5.2	1562	-2.2	2.9	0.6	/	99.7	-0.7	-12.8	0.0	-4.4
CN(C)C(=O)Oc1ccc(OCc2n(C)c3ccccc3[n+]2C)cc1	6.6	1536	-5.8	3.3	-5.1	-0.855	102.0	-0.3	-8.7	-3.4	13.6
O=c1cccc2n1CC1CC2CN(c2ncnc3c2cnn3-c2ccccc2)C1 (configuration not stated)	11.5	1750	9.5	6.9	9.9	1.83	95.4	2.5	/	3.4	0.5
CCOC(=O)c1c(N)n(Cc2ccco2)c2nc3ccccc3nc12	-16.4	1543	3.4	-1.7	1.1	/	102.2	1.4	-3.9	-6.0	4.2
CC(C)(C)c1ccc(CN2C(=O)CN=C(c3ccccc3)c3ccccc32)cc1	-8.6	1618	6.2	8.9	9.4	/	94.6	0.4	/	-10.5	0.5
COc1ccc(C2N3CC(C)(C)CN23)cc1 (configuration not stated)	6.1	1342	-2.9	-8.3	7.3	0.0352	101.0	0.0	-18.4	-1.8	0.0
COc1ccc(CCNCc2ccncc2)cc1	8.1	1267	1.9	1.8	-9.0	0.295	104.8	2.4	/	-9.6	-4.3
O=C(Cn1ncc2ccccc21)N1CCC2(CC1)OCCO2	-12.2	1637	1.9	-1.5	12.1	-0.446	93.9	0.7	-2.6	8.3	-2.1
CN1C(=O)C(=Cc2ccc(-c3cccc(Cl)c3)o2)C(=O)N(C)C1=O	-7.6	1790	8.8	4.0	-4.2	-1.06	112.0	0.3	-10.4	3.1	8.5
COc1cccc(NP(=O)(Oc2ccccc2)Oc2ccccc2)c1	9.2	1417	1.3	-0.9	-13.6	/	107.3	3.4	6.4	5.8	6.4
CC(C)CNC(=O)c1c(N)n(Cc2ccc3c(c2)OCO3)c2nc3ccccc3nc12	-27.5	1477	-0.6	6.9	-2.1	/	102.7	3.5	/	-0.9	-2.3
CCN1C(=O)/C(=C/c2ccc3c(c2)CCN3CCCCl)C(=O)NC1=S	5.9	1538	6.9	-5.8	-10.5	-0.849	111.2	16.5*	8.8	5.7	0.9
COc1ccc(CCNCc2ccc(F)cc2)cc1OC	-11.2	1395	3.8	5.7	-5.1	-0.426	101.7	-1.1	/	0.2	-0.4
Cc1nn(Cc2ccccc2)c(Cl)c1C(=O)Nc1ccc(OC(F)(F)F)cc1	-5.4	1514	-5.0	10.9	-2.1	0.115	99.6	5.9	-12.7	-1.8	4.2

Next entries:
SMILES	TLR4 MyD88 comp	SRC2 TRFRET art	PPARg SRC-1 ag	STAT1 blocker	STAT3 inh	ROMK primary	STAT3 act	RAM network inh	S1P3 antag	PPARg SRC3 recr	PPARg SRC2 recr
Cc1nnc(SCc2nc3ccccc3c(=O)n2-c2ccccc2Cl)n1N	10.2	1502	-4.3	-0.6	-2.5	/	103.9	1.1	-22.1	3.2	-3.9
Oc1ccc(Cl)cc1CN1CCN(Cc2ccccc2)CC1	-0.5	1524	5.3	-12.0	7.1	-1.49	99.7	1.0	/	-7.7	0.4
Cc1ccc(/C=C2\C(=O)NC(=O)N(CCc3ccc(F)cc3)C2=O)s1	-11.7	1573	2.2	-1.2	8.6	1.58	99.9	6.5	-11.3	2.1	1.8
C=CCNC(=O)c1c(N)n(Cc2ccco2)c2nc3ccccc3nc12	-12.0	1772	-1.6	0.5	-5.1	/	108.3	5.4	/	4.6	-2.8
O=C1C2CCCN2C(c2cccs2)N1c1ccccn1 (configuration not stated)	13.0	1548	2.4	-1.7	0.4	/	106.0	0.1	-30.3	16.1	1.1
O=C(CNC(=O)c1ccc(Cl)cc1)Nc1ccc(Br)cc1C(=O)c1ccccc1	-1.7	1521	4.5	-1.4	8.6	-0.121	95.6	3.0	9.4	0.4	-7.5

The list is partial; the hit share may differ from the screen's.
